Source: PubChem
p-CIP stab down: p/CIP-EGFP fusion destabilizers, primary screen, fluorescence, F442A cells | decrease of EGFP signal, % at 10 µM | 290,000 tested, 0.01% active | AID 1984, 2009 | 16 h;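 active = EGFP signal decrease of at least 30% at 10 µM or well 3 SD below plate mean, unless failing retest; inactive = the rest, including hits failing retest or dose response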; note: some compounds called inactive have numbers as strong as hits; many of its hits are not listed in these tables
SUMO HTRF inh: inhibitors of in vitro SUMOylation cascade, primary screen, biochemical, HTRF, uHTS; SUMO-conjugating enzyme UBC9 (Homo sapiens), P63279; 290,000 tested, 0.36% active; HTRF SUMOylation assay, SAE1/SAE2 + UBC9; inhibition, % at 35 µM; in the data active = inhibition above about 50%, passing the limit was not always enough; note: strong numbers were not always called active
Target sequence (P63279 whole entry, looked up): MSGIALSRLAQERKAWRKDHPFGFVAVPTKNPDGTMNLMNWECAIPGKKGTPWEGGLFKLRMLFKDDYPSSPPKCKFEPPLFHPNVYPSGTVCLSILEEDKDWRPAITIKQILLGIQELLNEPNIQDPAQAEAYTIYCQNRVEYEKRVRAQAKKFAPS
MEKK2wt PB1 HTS: modulators of MEK5 binding to wildtype MEKK2, primary screen, biochemical, multiplex bead flow cytometry, Alexa488-MEK5; Mitogen-activated protein kinase kinase kinase 2 (Homo sapiens), Q9Y2U5; Alexa488-MEK5 binding to MEKK2 WT; actives lie on both sides; binding response (% of control), % at 10 µM; 290,000 tested, 1.1% active; AID 1531, 2009; in the data active = binding response below about 67% or above about 130%
MEKK2 mut-MEK5: MEK5 binding signal on mutant MEKK2 PB1, primary screen, biochemical, multiplex bead flow cytometry, Alexa488-MEK5; percent response, % at 10 µM; 290,000 tested, 0.35% active; Alexa488-MEK5 binding to MEKK2 mutant; in the data active = percent response above about 24%, passing the limit was not always enough; note: inactives centre near 1; some results filed as inactive read as strong as hits; reference of the scale not given here
IDE inh: human IDE inhibitors in live cells, primary screen, fluorescence polarization, HEK cells, FAbetaB substrate; inhibition, % at 5.59 µM; FAbetaB cleavage; 320,000 tested, 0.41% active; Insulin-degrading enzyme (Homo sapiens), P14735; AID 434962, 2010;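 active = percent inhibition above the average of all tested compounds plus 3 SD, set per screening campaign, cut at about 16% in these data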;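 note: IDE supplied by intact live HEK cells; FP after avidin binding of uncleaved biotin substrate so inhibition keeps polarization high; 0% = DMSO wells and 100% = 60 µM reference IDE inhibitor Ii1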
IDE cell activ: human IDE activators in live cells, primary screen, fluorescence polarization, HEK cells, FAbeta-B substrate. FAbeta-B cleavage; 0% vehicle, 100% cell-free pure enzyme wells. activation, % at 5.96 µM. 340,000 tested, 0.073% active. AID 493087, 2011;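 active = activation above the mean of all tested compounds plus 3 SD, set per screening campaign, cut at about 17% in these data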
NALP1 inh: NALP1 inflammasome inhibitors in reconstituted yeast, colorimetric, S. cerevisiae, triplicate retest; S. cerevisiae NALP1/ASC/caspase-1 growth, X-gal OD620, 72 h; inhibition, % at 10 µM; 280,000 tested, 0.61% active; in the data active = inhibition mostly above about 24%, no sharp cut-off; inactive = mostly below about 32%; note: some compounds called inactive have numbers as strong as hits
PfM18AAP inh: PfM18AAP inhibitors, malaria aminopeptidase, primary screen, biochemical, QFRET, recombinant enzyme. M18 aspartyl aminopeptidase (Plasmodium falciparum 3D7). H-Glu-NHMec fluorogenic cleavage. inhibition, % at 7.35 µM. 290,000 tested, 1.2% active. AID 1822, 2009;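 active = inhibition above the campaign mean inhibition over all tested compounds plus 3 SD, cut at about 28% in these data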;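 note: 0% = plate median of test compound wells and 100% = 2 mM ZnCl2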
MEKK3 PB1 HTS: modulators of MEKK3-MEK5 PB1 binding, primary screen, biochemical, wildtype MEKK3, multiplex bead flow cytometry, Alexa488-MEK5 | bead-based flow cytometry, Alexa488-MEK5 binding to MEKK3; actives lie on both sides; 0 = blocked by unlabeled MEK5, 100 = vehicle | binding response (% of control), % at 10 µM | 290,000 tested, 1.4% active | AID 1529, 2009;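 active = binding response more than 3 SD above or below the average of its plate-row segment, actives on both sides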;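 note: Alexa488 bead fluorescence after subtracting the streptavidin-only scavenger bead signal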
Target sequence (Q99759 whole entry, looked up): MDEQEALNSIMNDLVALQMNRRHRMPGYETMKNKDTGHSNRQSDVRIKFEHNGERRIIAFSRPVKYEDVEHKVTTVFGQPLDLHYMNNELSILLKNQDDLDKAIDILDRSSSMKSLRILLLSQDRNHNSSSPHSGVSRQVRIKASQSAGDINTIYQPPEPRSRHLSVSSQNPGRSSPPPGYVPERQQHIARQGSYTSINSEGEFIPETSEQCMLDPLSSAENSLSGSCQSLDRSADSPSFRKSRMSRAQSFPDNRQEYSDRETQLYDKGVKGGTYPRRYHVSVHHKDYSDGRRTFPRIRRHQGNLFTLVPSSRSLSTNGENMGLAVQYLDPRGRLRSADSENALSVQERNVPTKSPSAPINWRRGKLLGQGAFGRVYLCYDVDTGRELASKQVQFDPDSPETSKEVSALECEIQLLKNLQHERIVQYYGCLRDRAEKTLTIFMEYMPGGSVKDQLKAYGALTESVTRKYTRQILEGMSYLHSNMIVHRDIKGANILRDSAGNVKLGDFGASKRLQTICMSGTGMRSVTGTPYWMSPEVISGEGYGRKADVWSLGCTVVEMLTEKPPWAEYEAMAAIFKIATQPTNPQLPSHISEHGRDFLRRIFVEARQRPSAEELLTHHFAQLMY
Starred values were filed as active, the others as inactive; nt = no result given. Not all compounds are listed; count on the stated rates, not on these rows.

SMILES	p-CIP stab down	SUMO HTRF inh	MEKK2wt PB1 HTS	MEKK2 mut-MEK5	IDE inh	IDE cell activ	NALP1 inh	PfM18AAP inh	MEKK3 PB1 HTS
COc1ccc(S(=O)(=O)Nc2ccccc2C(=O)NCc2ccco2)cc1	0	6	92	-12	-2	6	5	-8	87
Cn1ncc2c(N3CCC(Cc4ccccc4)CC3)ncnc21	-12	14	102	-2	3	-1	4	-1	105
CSCC[C@@H](CO)NC(=O)c1ccc2nc(C3CCCCC3)oc2c1	-4	12	108	7	1	-4	3	2	105
CCC(CC)C(=O)N1CC(=O)Nc2ccc(Br)cc2C1c1ccccc1 (stereo unspecified)	1	2	107	7	2	1	28	-2	116
Cc1onc(-c2ccccc2Cl)c1C(=O)Nc1ccc(S(=O)(=O)Nc2nccs2)cc1	-5	2	97	-1	1	4	10	5	100
Cc1ccc(C2=NN=C(NC(=O)C(F)(F)F)SC2)cc1	-6	-33	100	-1	nt	-4	-9	6	98
COc1ccc(OCC(=O)N/N=C(\CCC(=O)O)c2cccs2)cc1	-1	-4	103	-41	1	5	12	0	111
Cc1ccc(C2=NS(=O)(=O)N(C)C(C(=O)NCc3ccco3)=C2)cc1	-6	1	105	7	-2	-1	3	18	104
COC(=O)c1sccc1-c1ccc(C(=O)Nc2ccccc2)o1	-9	-30	99	-2	0	5	-10	5	101
CN(C)CCN1C(=O)c2oc3ccccc3c(=O)c2C1c1cccc(Br)c1 (stereo unspecified)	1	6	97	-6	1	-3	-1	4	87
Cc1cccc2nc(CSc3ccc(Cl)cc3)cn12	-12	14	99	3	7	-4	-4	-3	102
Cc1ccc2nc(C)cc(C(=O)Nc3nccs3)c2c1	-3	-6	nt	nt	0	-1	-33	2	nt
CCCn1nc(C(=O)Nc2nnc(CC)s2)c2ccccc2c1=O	7	1	-5.0*	7	5	-2	0	-5	98
CC(=O)c1cc(CN2CCC(n3nccc3NC(=O)c3ccccc3Cl)CC2)cs1	-7	1	104	4	-1	2	13	-6	100
Cc1ccc(NC(=O)/C(=C\c2cccs2)NC(=O)c2ccccc2)cc1	-1	-12	103	-1	4	0	4	1	103
c1coc(-c2ncc[nH]2)c1	-4	26	93	-5	-4	2	1	-1	86
CCn1c(=O)c(C(=O)Nc2ccccn2)c(O)c2ccccc21	-14	18	73	-22	0	2	-1	-12	77
CCc1nc(CNC(=O)C2CCC(=O)N(Cc3ccccc3F)C2)no1 (stereo unspecified)	3	-1	96	1	nt	0	-5	6	101
Cc1ccc(S(=O)(=O)N2CC=C(C(=O)NC3CC3)CC2)cc1	2	5	98	-4	2	-2	nt	-6	94
COc1cccc(NC(=O)CSCc2cc(=O)n3ccsc3n2)c1	-9	20	106	5	-4	3	7	-7	103
O=C(O)c1ccccc1-n1c(-c2ccccc2)cc2c1CCCC2=O	0	17	100	5	0	0	-8	1	103
CC(C)c1ccc(N2C(=O)[C@@H]3Cc4ccccc4CN3C2=O)cc1	-10	-12	94	-3	-5	-4	12	0	98
CN(C(=O)c1ccc2c(=O)n3c(nc2c1)CCCCC3)c1ccccc1F	1	-10	103	2	4	1	-11	-1	101
Cc1cccc(OCCNc2cc(N3CCN(C)CC3)ccc2[N+](=O)[O-])c1	10	-18	110	9	4	-1	-1	-4	93
COC(=O)C(C(=O)Nc1cccc(C)n1)C1CCCCCC1 (stereo unspecified)	0	6	107	9	0	6	1	-1	108

By substructure: the entries above with an aryl methoxy group (three)
SMILES	p-CIP stab down	SUMO HTRF inh	MEKK2wt PB1 HTS	MEKK2 mut-MEK5	IDE inh	IDE cell activ	NALP1 inh	PfM18AAP inh	MEKK3 PB1 HTS
COc1ccc(S(=O)(=O)Nc2ccccc2C(=O)NCc2ccco2)cc1	0	6	92	-12	-2	6	5	-8	87
COc1ccc(OCC(=O)N/N=C(\CCC(=O)O)c2cccs2)cc1	-1	-4	103	-41	1	5	12	0	111
COc1cccc(NC(=O)CSCc2cc(=O)n3ccsc3n2)c1	-9	20	106	5	-4	3	7	-7	103

Following part
SMILES	p-CIP stab down	SUMO HTRF inh	MEKK2wt PB1 HTS	MEKK2 mut-MEK5	IDE inh	IDE cell activ	NALP1 inh	PfM18AAP inh	MEKK3 PB1 HTS
COc1cc2c(cc1OC)C(C)N(C(=O)CCc1c[nH]c3ccccc13)CC2 (stereo unspecified)	-12	8	108	10	0	-2	27	-17	112
O=[N+]([O-])c1ccc(CNc2ccc(Cl)cc2)s1	-13	4	107	8	9	1	nt	17	107
CCN(CC)S(=O)(=O)c1ccc(C)c(NC(=O)CN2CCN(C)CC2)c1	5	16	97	-4	1	1	5	-3	100
Cc1ccc(NC(=S)NCc2ccccc2)cc1[N+](=O)[O-]	1	-3	97	9	-1	6	17	-1	99
COc1ccc(-c2nnnn2C(C)C)cc1S(=O)(=O)Nc1ccccc1	5	5	97	-1	2	5	3	0	101
Cc1ccc(C(=O)NCCCNC(=O)c2cccnc2)cc1	-5	6	96	-3	-1	-1	14	-9	97
CC1CCN(C(=O)c2ccc(NS(=O)(=O)c3cccc4cccnc34)cc2)CC1	1	34	98	7	-3	6	nt	-13	102
COC(=O)c1ccc(NCC(=O)N2CCCCCC2)cc1	13	-8	101	-5	2	nt	4	-2	100
Cc1ccc(NS(=O)(=O)c2c(C(=O)N3CCOCC3)c(C)n(C)c2C)cc1	14	-25	108	2	5	4	1	1	102
Cc1ccc(C)c(NC(=S)N2CCC(NC(=O)c3ccco3)CC2)c1	0	-4	95	-1	3	6	-2	1	99
O=C(CSc1nncs1)NCc1ccc2c(c1)OCO2	7	-6	96	-4	3	3	14	-11	100
Cc1ccc(NC(=O)CCNS(=O)(=O)c2cc(Br)cnc2N)c(Cl)c1	3	-5	83	-4	-4	nt	33	4	82
COC(=O)c1ccc(NC(=O)C2C3C=CC(C3)C2C(=O)O)cc1 (stereo unspecified)	6	-7	92	-5	0	4	28	-1	93
O=C(O)c1cccc2cc(-c3ccccc3)oc(=O)c12	-7	26	107	6	-4	3	19	-6	106
C/C(=N/NC(=O)CNC(=O)Cc1ccc(Cl)cc1)c1ccco1	-13	13	105	4	12	nt	10	-3	100
Cc1csc(NC(=O)CCCc2cccs2)n1	12	15	92	-13	-2	4	10	-10	103
Cc1ccn2c(C(=O)NN=C3CCN(C)CC3)c(C)nc2c1	10	-22	95	-5	0	-9	3	1	99
COc1cc2c(cc1OC)C(C)N(C(=O)c1c(C)noc1C)CC2 (stereo unspecified)	-3	0	98	2	0	3	7	4	100
COc1cnc(-c2ccccc2)nc1Oc1cccc(C)c1C	-4	-19	102	8	-3	-2	-13	2	102
CCOC(=O)/C=C1\SCC(=O)N1CC(=O)NCCOC	4	5	103	2	10	3	-13	-6	106
COc1ccc(CN2CCCCC2C)cc1OC (stereo unspecified)	-7	3	96	-1	-2	1	-1	-5	100
O=C(O)CN1C(=O)C(=O)N(Cc2ccccc2F)C1=O	-1	-17	105	3	4	3	-4	-3	102
CC(C)(Cc1cccc(CC(C)(C)C(=O)O)c1)C(=O)O	-8	5	100	3	-7	-2	4	0	100
Cc1nn(-c2ccccc2)c(Cl)c1/C=C/C(=O)c1ccccc1	-3	-4	97	0	-2	7	-26	4	99
O=C(c1cc(NC(=O)C23CC4CC(CC(C4)C2)C3)cc(NC(=O)C23CC4CC(CC(C4)C2)C3)c1)N1CCCCC1	2	23	101	-3	9	nt	-3	1	108

Further records follow:
SMILES	p-CIP stab down	SUMO HTRF inh	MEKK2wt PB1 HTS	MEKK2 mut-MEK5	IDE inh	IDE cell activ	NALP1 inh	PfM18AAP inh	MEKK3 PB1 HTS
Cc1cccc(NC(=O)CCSc2nnc(Cc3ccccc3)o2)c1	-35	5	98	0	6	2	25	0	106
CCOc1ccc2nc(/N=C/c3c(C)[nH]n(-c4ccc(C)cc4)c3=O)sc2c1	10	-4	102	-1	1	5	5	13	113
Cc1cc2cc3c(cc2nc1SCC(=O)N1CCCC1)OCCO3	1	-5	101	-1	nt	-9	28	0	103
COc1ccc(CN=C2NC(=O)CC(C(=O)Nc3cc(C)cc(C)c3)S2)cc1 (stereo unspecified)	-3	-6	104	0	-2	3	23	-2	101
Cc1cc(-c2ccc(Cl)cc2)n2nc(N)nc2n1	-20	39	112	8	0	8	10	4	107
CCOC(=O)c1cnc(SCC(=O)Nc2cc(OC)cc(OC)c2)nc1N	-15	-5	103	-1	4	7	-15	-15	105
O=C(NNC(=O)C1CC1)c1ccc(-c2ccccc2)cc1	-8	11	95	-2	2	-9	-2	-4	93
CCOc1cc(CNc2ncc(-c3ccc(OC)cc3)n2C)ccc1O	-16	12	110	0	1	5	3	21	101
CCN(C(=O)CSc1ncccc1C(=O)Oc1cccc([N+](=O)[O-])c1)c1cccc(C)c1	-3	-6	107	1	6	3	10	-24	138*
COc1ccc(C2=NOC(C)(c3nnc(-c4ccccc4)o3)C2)cc1 (stereo unspecified)	nt	nt	103	0	8	3	nt	nt	107
CN(Cc1ccccc1)C(=O)CN(C)S(=O)(=O)c1ccc(F)cc1	2	5	96	-3	3	7	-13	2	92
CC(C)(OC(=O)NC(=O)C(F)(F)F)C(C)(C)OC(=O)NC(=O)C(F)(F)F	2	26	97	-5	0	7	13	-9	103
Cc1ccc(Nc2cc(-c3ccccc3)nc3ncnn23)cc1	-4	19	74	-20	1	8	nt	2	78
CC1=CC(c2ccccc2)n2nc(NC(=O)CCC(=O)O)nc2N1 (stereo unspecified)	-15	30	104	6	1	-2	10	-4	104
CCOC(=O)c1ccc(NC(=S)N(CCCN2CCN(C)CC2)Cc2cccs2)cc1	-6	0	89	-5	-3	3	28	0	69
CCOC(=O)c1ccc(NC(=O)COc2ccc(CNC3CCCCC3)cc2OC)cc1	-4	34	127	11	3	-2	8	-8	101
COc1ccc(-n2nc(C(=O)NCC(=O)N3CC(C)CC(C)C3)c3ccccc3c2=O)cc1OC (stereo unspecified)	-2	-3	102	-4	1	-4	-3	-2	97
COc1cc(S(=O)(=O)N2CCN(c3ccccn3)CC2)ccc1Br	-7	3	95	1	-3	2	18	-7	99
CCCNC(=O)CC(NS(=O)(=O)c1ccc(NC(C)=O)cc1)C(C)C (stereo unspecified)	3	-12	85	-19	11	1	14	-5	83
c1ccc(Cc2nnc3sc(-c4ccc5c(c4)OCCO5)nn23)cc1	-19	7	103	2	-4	-6	-5	3	107
COc1ccc(CC(=O)Nc2cc(C)ccc2O)cc1OC	8	-10	103	5	-1	-8	-14	0	103
CNC(=O)CN(c1ccc(F)cc1)S(=O)(=O)c1cc(C)ccc1OC	-3	10	91	-10	10	5	-7	9	82
O=C1N(c2cccc(Cl)c2)C(c2ccccc2)N2CCCN12 (stereo unspecified)	-1	-6	108	2	3	-8	29	-2	110
CCOc1cc(NC(=O)c2ccco2)c(OCC)cc1NC(=O)Cc1ccc(OC)c(OC)c1	-9	45	100	3	-1	5	10	-3	104
O=C(c1nc2ccccn2c1CN1CCC(Cc2ccccc2)CC1)N1CCCC1	-5	12	104	-1	1	1	-4	-10	100
COc1ccc2oc(=O)cc(-c3cc4ccccc4o3)c2c1	-8	2	92	5	4	-1	6	21	99
CCC(C)(C)n1nnnc1C(c1cc2cc(C)ccc2[nH]c1=O)N1CCCC1 (stereo unspecified)	-7	15	95	2	0	8	-13	10	101
CCOC(=O)N1CCN(C(=O)/C(=C/c2ccc(Cl)cc2)NC(=O)c2ccccc2)CC1	-9	4	102	1	7	9	2	3	102
